Assay outcomes deposited in PubChem BioAssay by The Scripps Research Institute Molecular Screening Center.
PP1 counter: PP1-alpha phosphatase inhibitors, primary screen, counter-screen for PP5 inhibitor project, biochemical, fluorescence, OMFP substrate, single point. hit rate 0.9% among 320,000. Serine/threonine-protein phosphatase PP1-alpha catalytic subunit (Homo sapiens), P62136. inhibition, % at 6.7 µM. AID 2235, 2010. purified PP1alpha;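 active = inhibition above the mean inhibition of all tested compounds plus 3 SD, computed separately for each screening campaign, cut at about 15% in these data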
Target sequence (P62136 whole entry, looked up): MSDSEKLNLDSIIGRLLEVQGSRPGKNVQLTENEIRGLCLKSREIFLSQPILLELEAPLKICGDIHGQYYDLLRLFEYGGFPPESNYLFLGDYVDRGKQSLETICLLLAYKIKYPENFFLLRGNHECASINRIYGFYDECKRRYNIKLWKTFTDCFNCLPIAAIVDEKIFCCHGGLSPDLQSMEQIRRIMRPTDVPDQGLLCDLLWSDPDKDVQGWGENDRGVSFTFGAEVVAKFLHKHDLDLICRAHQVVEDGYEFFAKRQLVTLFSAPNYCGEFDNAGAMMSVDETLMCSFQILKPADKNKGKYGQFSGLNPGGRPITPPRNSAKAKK
core dimer inh: inhibitors of HCV core protein dimerization, primary screen, biochemical, TR-FRET, high-throughput | hit rate 0.33% among 300,000 | inhibition, % at 5 µM | TR-FRET GST/Flag-core106 dimerization, 1536-well;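 active = inhibition above the mean of all tested compounds plus 3 SD, set per screening campaign, cut at about 45% in these data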
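Material: GST/Flag-tagged HCV core106 proteins. Incubation: 4 h, 22.5 °C incubation. Read-out basis: inhibition (%) from 671 over 617 nm ratio. Measured by: TR-FRET, excitation 340 nm, emission 617 and 671 nm.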
procasp3 activ: activators of human procaspase-3 D3A mutant, primary screen, biochemical, absorbance, PC-3 D3A mutant, single concentration | recombinant procaspase-3 D3A, Ac-DEVD-pNA absorbance 405 nm | Caspase-3 (Homo sapiens), P42574 | hit rate 0.11% among 330,000 | activation, % at 8.5 µM;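 active = activation above the mean of all tested compounds plus 3 SD, cut at about 21% in these data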;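 also: 0% = DMSO alone and 100% = DMSO wells spiked with extra 5 µM PC-3 D3A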
Target sequence (P42574 whole entry D9A/D28A/D175A): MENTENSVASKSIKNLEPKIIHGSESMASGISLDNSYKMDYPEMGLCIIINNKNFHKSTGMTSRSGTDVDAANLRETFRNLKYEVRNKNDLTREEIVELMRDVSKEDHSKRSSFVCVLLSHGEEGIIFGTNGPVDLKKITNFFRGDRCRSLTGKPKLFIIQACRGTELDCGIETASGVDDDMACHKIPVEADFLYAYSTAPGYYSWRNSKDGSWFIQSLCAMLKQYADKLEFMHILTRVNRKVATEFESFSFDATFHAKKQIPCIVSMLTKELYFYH
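Assay system – Procaspase-3 D3A mutant · Benchmarks – DMSO low control, extra-enzyme high control · Technique – 405 nm absorbance of p-nitroaniline, reads at 0 and 120 min · Doses – 8.5 µM nominal · Measure – % activation between DMSO and enzyme-spiked controls · Also added – Ac-DEVD-pNA chromogenic peptide substrate · Schedule – 1 h compound preincubation, 2 h substrate hydrolysis at 25 °C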
PP5 inh: PP5 phosphatase inhibitors, primary screen, biochemical, fluorescence. Serine/threonine-protein phosphatase 5 (Homo sapiens), P53041. purified PP5c, OMFP substrate fluorescence. inhibition, % at 6.7 µM. hit rate 0.18% among 320,000. AID 1987, 2009;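 active = inhibition above the campaign's mean inhibition across all tested compounds plus 3 SD, cut at about 9.5% in these data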;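 also: 0% = DMSO only and 100% = 100 µM cantharidin control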
AHR act: AHR activators, primary screen, cell-based, luminescence, luciferase reporter, human. Aryl hydrocarbon receptor (Homo sapiens), P35869. AHR-responsive luciferase reporter cells. activation, % at 5 µM. hit rate 2.5% among 320,000. AID 2796, 2010; in the data active = activation above about 47%;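 also: 0% = vehicle wells and 100% = reference agonist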
TPT1 inhibitor: Candida albicans TPT1 enzyme inhibitors, primary screen, biochemical, fluorescence polarization | tRNA 2'-phosphotransferase TPT1 (Candida albicans SC5314) | recombinant caTPT1, FP RNA substrate dephosphorylation | inhibition, % at 5 µM | hit rate 0.81% among 300,000 | AID 1962, 2009;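 active = inhibition above the mean of all tested compounds plus 3 SD, set per screening campaign, cut at about 24% in these data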;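 also: plate controls were DMSO alone for no effect and ferristatin control at 100 nM for full effect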
procasp7 counter: procaspase-7 activators, primary screen, counter-screen for procaspase-3 activator project, biochemical, absorbance, HTS, human; Caspase-7 (Homo sapiens), P55210; recombinant procaspase-7, Ac-DEVD-pNA absorbance 405 nm; D23A/D198A/D206A triple mutant, cannot self-cleave; scale: DMSO 0, 5 µM enzyme 100; activation, % at 8.5 µM; hit rate 0.093% among 330,000; AID 463210, 2010;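 active = percent activation above the screen-wide mean plus 3 SD, cut at about 25% in these data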
Target sequence (P55210 whole entry D23A/D198A/D206A): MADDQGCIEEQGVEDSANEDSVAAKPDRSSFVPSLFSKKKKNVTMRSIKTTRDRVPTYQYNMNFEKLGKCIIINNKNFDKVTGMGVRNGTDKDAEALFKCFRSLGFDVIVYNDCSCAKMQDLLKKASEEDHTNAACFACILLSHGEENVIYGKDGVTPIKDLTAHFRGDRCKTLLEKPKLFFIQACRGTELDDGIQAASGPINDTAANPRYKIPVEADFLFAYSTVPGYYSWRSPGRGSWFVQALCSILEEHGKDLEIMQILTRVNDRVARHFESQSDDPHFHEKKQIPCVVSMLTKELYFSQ
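Material: Procaspase-7 triple mutant (PC-7 D3A) | Quantity: 2 µM procaspase-7 mutant as dispensed | Reagent: DEVD-pNA substrate | Times: 1 h preincubation, 2 h reaction | Technique: 405 nm absorbance of p-nitroaniline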
Fh CTSL1 inh: Fasciola hepatica cathepsin L1 inhibitors, primary screen, counter-screen for PFM18AAP inhibitor project, biochemical, QFRET, fluorogenic peptide substrate; recombinant F. hepatica cathepsin L1, Z-Leu-Arg-MCA fluorescence; inhibition, % at 5.96 µM; hit rate 0.49% among 300,000; AID 1906, 2009;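 active = inhibition above the mean of all tested compounds plus 3 SD, set per screening campaign, cut at about 17% in these data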;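 also: 0% = plate median of test compound wells and 100% = 1 µM Z-Phe-Ala-diazomethylketone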
PAFAH2 FP inh: PAFAH2 enzyme inhibitors, primary screen, biochemical, fluorescence polarization, human; Platelet-activating factor acetylhydrolase 2, cytoplasmic (Homo sapiens), Q99487; recombinant PAFAH2, FP-rhodamine activity probe; inhibition, % at 3.39 µM; hit rate 0.99% among 340,000; AID 492956, 2010;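 active = inhibition above the mean over all tested compounds plus 3 SD, cut at about 30% in these data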;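 also: inhibitors block probe labeling of enzyme so polarization drops; 0% = enzyme with DMSO and 100% = wells lacking PAFAH2 protein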
* = called active by the depositor; / = no result given.

SMILES	PP1 counter	core dimer inh	procasp3 activ	PP5 inh	AHR act	TPT1 inhibitor	procasp7 counter	Fh CTSL1 inh	PAFAH2 FP inh
Cc1ccc(C)c(NC(=O)CSc2cccc3cccnc23)c1	-4	-7	-5	4.2	2	0	-11	-2	4
O=C(N/N=C/c1cccc([N+](=O)[O-])c1)c1cc(-c2ccc3c(c2)OCO3)n[nH]1	20*	-1	-15	0.1	20	-1	8	0	11
CCOc1cc2[nH]c(=O)n(CCCC(=O)NCc3ccco3)c(=O)c2cc1OCC	1	2	2	0.5	6	0	5	0	0
COc1ccc(CNC(=O)C(=O)NCCC2CCCCN2S(=O)(=O)c2ccc(C)cc2)cc1 (configuration not stated)	2	3	11	0.1	4	-1	2	-1	2
COc1ccccc1N1CCN(C(=O)CCCn2nc(C)c([N+](=O)[O-])c2C)CC1	-2	-2	0	-0.1	6	-6	-5	1	1
COc1cc2c(cc1OC)C(COc1ccccc1OC)N(C(=O)C(C)C)CC2 (configuration not stated)	2	4	7	-0.2	1	2	10	0	2
Cc1onc(C(=O)Nc2sc3c(c2C#N)CCCC3)c1[N+](=O)[O-]	-3	-10	0	3.3	18	-2	-15	23*	10
CSCc1ccc(C(=O)NC2CC(C)(C)Cc3c2cnn3-c2ccc(F)cc2)o1 (configuration not stated)	1	12	-5	2.4	2	0	7	-11	-1
CCCCn1c(N)c(N(CCOC)C(=O)CSc2nc3ccc(C)cc3[nH]2)c(=O)[nH]c1=O	3	3	7	0.7	8	2	-1	1	2
CCOc1ccc(Oc2c(/C=N/NC(=O)C3CC3)c(C)nn2-c2ccccc2)cc1	2	5	1	4.2	5	2	-7	1	-2
Cc1ccc(/C=N/Nc2nncc(-c3ccccc3)n2)o1	-3	-6	10	1.7	-1	-2	-3	1	/
CCc1c(C)nc2ncnn2c1NCCc1ccc(OC)c(OC)c1	0	-2	-3	0.1	5	0	13	-1	-4
CC(C)(C)c1ccc(S(=O)(=O)N2CCc3nc4ccccc4c(C(=O)O)c3C2)cc1	-1	6	3	-2.1	1	-1	11	-1	-9
CC(C)=C1SC(N2CCCCC2)=NC1=O	-3	-1	4	1.3	1	0	6	-1	-3
CCN1CCN(C(=O)C2CCN(S(=O)(=O)c3ccc(SC)cc3)CC2)CC1	2	-18	10	-2.2	0	0	-12	2	6
O=C(c1ccncc1)N1N=C(C2CC2)CC1(O)C(F)(F)F (configuration not stated)	-4	4	2	0.2	-3	1	4	-4	8
Cc1ccc(CCN2CCN=C2Nc2ccccc2)cc1	0	-1	8	1.5	1	0	-8	-2	-2
COC(=O)CC1C(=O)NCCN1C(=O)Nc1ccc(Cl)cc1 (configuration not stated)	0	2	6	-2.8	-1	1	7	-2	0
COC(=O)CCC(=O)COc1ccc(OC)cc1C#N	-3	-3	-10	-2.3	7	-2	4	-2	1
CCOc1ncccc1C(=O)NCCc1ccc(Cl)cc1	-1	8	1	1.7	-6	-3	0	-3	-4
Cc1ccc(C)c(S(=O)(=O)N2CCN(C(=O)C3CC3C)CC2)c1 (configuration not stated)	-2	-1	-7	-2.7	6	2	-5	1	-1
CN(Cc1ccccc1Cl)C(=O)CNC(=O)C12CC3CC(CC(C3)C1)C2	/	/	1	/	0	/	-1	/	12
COc1ccc(CCN2C(=O)NC(NC(=O)CCc3ccccc3)(C(F)(F)F)C2=O)cc1OC (configuration not stated)	0	0	7	2.4	-1	-1	-1	-4	2
O=C(Nc1ccccc1)c1cc(S(=O)(=O)N2CCSCC2)ccc1Cl	-1	2	4	-0.2	0	1	9	0	-11
Cc1ccc(OCCNC(=O)c2cc(=O)[nH]c3ccccc23)cc1	4	5	3	-1.3	3	-2	9	-1	6
COc1ccc(-c2[nH]ncc2CN2CCN(Cc3cccs3)CC2)cc1F	1	-2	-19	0.4	2	1	4	-2	-2
Oc1ccc2ccccc2c1N=Nc1ccc(F)cc1	-1	-2	-2	0.0	38	0	-9	8	-113
Cc1nc2ccccc2c(=O)n1N(c1ccccc1)c1ccccc1	-2	6	2	0.4	-1	0	4	-2	1
CCOC(=O)Cc1ccc(NC(=O)c2ccc(C(C)(C)C)cc2)cc1	3	14	7	5.5	-19	-3	-6	-3	1
O=C(NC1CC1)c1cc2cc3ccccc3nc2s1	-1	-10	5	2.5	-8	0	-5	1	10

Of the compounds above, 2 have a tert-butyl group.
SMILES	PP1 counter	core dimer inh	procasp3 activ	PP5 inh	AHR act	TPT1 inhibitor	procasp7 counter	Fh CTSL1 inh	PAFAH2 FP inh
CC(C)(C)c1ccc(S(=O)(=O)N2CCc3nc4ccccc4c(C(=O)O)c3C2)cc1	-1	6	3	-2.1	1	-1	11	-1	-9
CCOC(=O)Cc1ccc(NC(=O)c2ccc(C(C)(C)C)cc2)cc1	3	14	7	5.5	-19	-3	-6	-3	1

Further structures
SMILES	PP1 counter	core dimer inh	procasp3 activ	PP5 inh	AHR act	TPT1 inhibitor	procasp7 counter	Fh CTSL1 inh	PAFAH2 FP inh
CC(C)(C)NC(=O)NC(=O)COC(=O)Cn1cnc2ccccc2c1=O	0	-1	10	-2.6	1	-4	10	-12	2
CC(C)OC(=O)/C(=C\c1ccc2c(c1)c1ccccc1n2C)NC(=O)c1ccccc1	10	25	-5	4.7	75*	-5	0	7	-15
Cc1ccnc(Nc2nc(-c3ccc(O)c(O)c3)cs2)c1	5	-17	-12	4.2	55*	-3	-23	5	-8
COc1cc2c(cc1OC)C(C)N(C(=O)c1sccc1C)CC2 (configuration not stated)	2	-6	0	0.3	3	1	6	-2	3
CCn1c(=O)c(=O)[nH]c2c(=O)oc3ccc(S(=O)(=O)Nc4ccc(OC)cc4)cc3c21	6	-6	5	1.2	11	1	6	-10	-4
CC(CN1CCCC1)OC(=O)Cc1ccc(Cl)cc1 (configuration not stated)	-4	10	-1	0.6	0	-6	1	1	4
O=C(CCCc1c[nH]c2ccccc12)NCc1ccccc1F	-1	2	2	-0.5	-2	-1	2	0	15
CN(c1ccccc1)S(=O)(=O)c1cccc(NC(=O)c2cc3ccccc3oc2=O)c1	5	3	0	0.2	2	3	-3	2	-3
NC(N)=N/N=C/c1cc([N+](=O)[O-])ccc1O	1	-3	2	-2.1	25	5	-6	3	-5
COc1ccc(NS(=O)(=O)c2cc(NC(=O)c3ccc(C)o3)ccc2N2CCCCC2)cc1	-9	20	-5	2.2	6	3	2	-5	-12
Cc1ccc(N2CC(NC(=O)C(=O)c3c[nH]c4ccccc34)CC2=O)cc1C (configuration not stated)	0	-1	-6	-1.6	7	1	4	6	0
CCCc1nc2ccccc2c(C(=O)O)c1CC	1	-4	1	0.4	9	0	4	-5	-3
COc1ccc(S(=O)(=O)N2CCc3ccccc32)cc1C(=O)N(CC(C)C)C1CCS(=O)(=O)C1 (configuration not stated)	0	-1	-8	-0.2	3	-4	7	-4	-2
CCN(CC)CCN1C(=O)C(O)=C(C(=O)c2cc3cccc(OC)c3o2)C1c1ccc(F)cc1 (configuration not stated)	1	0	-11	2.5	3	3	0	4	-2
COCCC1CCCCN1C(=O)c1cc(COc2ccc(-n3cncn3)cc2)on1 (configuration not stated)	0	12	-3	0.8	-1	0	-3	0	-5
CCOc1cc(/C=C2/C(=O)ON=C2C)cc(Br)c1O	3	9	-5	0.9	0	40*	2	1	4
Cc1ccc(C2=Nc3ccccc3N=C(C(Cl)Cl)C2)cc1	0	4	-5	1.0	22	3	-12	0	-2
CNc1snc(C)c1C(=O)OC(C)C(=O)c1ccc(F)cc1 (configuration not stated)	-6	/	6	-1.4	-3	/	0	/	4
Cc1sc2nc3ccc(NCc4ccco4)nn3c(=O)c2c1C	-1	18	-18	3.8	-1	-16	-31	0	4
O=C(NC1C=CS(=O)(=O)C1)c1sc2ccccc2c1Cl (configuration not stated)	-1	2	-7	0.4	-3	-2	3	5	-2
CN(C)CCCNC(=O)CCc1ncc(C(F)(F)F)cc1Cl	0	-1	4	0.9	2	-1	6	-1	6
COc1cc(OC)c(C(=O)CCCN2CCCC2)c(OC)c1	-5	-1	4	1.5	-5	2	8	-4	-7
CCc1ccc(NC(=O)c2cc(-c3cccs3)on2)cc1	-5	4	1	-1.0	13	-1	5	-1	0
O=C1OC2(CCCCC2)OC(=O)C1=CNc1nccs1	-1	-9	4	1.7	0	-2	0	2	18
Cc1nc2ccccn2c1/C(O)=C1\C(=O)C(=O)N(CCCn2ccnc2)C1c1ccncc1 (configuration not stated)	-4	-3	-3	0.7	2	-14	1	6	-7
CCOC(=O)c1c(NC(=S)NCC2CCCO2)sc(C)c1C (configuration not stated)	2	-2	-16	3.9	5	3	-15	1	9
O=S(=O)(Nc1nc2ccccc2nc1Cl)c1ccc2ccccc2c1	6	10	0	-0.8	4	0	4	5	-1
CCO[C@H]1OC(C(=O)NC2CC2)=C[C@@H](c2ccc3c(c2)OCO3)[C@@H]1CCCO	1	-13	4	-2.6	14	0	0	-4	-3
O=C(CN1CCN(C(=O)c2ccco2)CC1)Nc1ccc(F)cc1F	0	9	-4	0.3	0	0	9	1	1
O=C(CSc1nncn1-c1ccccc1)NC1CCCC1	-4	-6	-1	1.2	-2	-3	7	1	-3
COc1cc(/C=N/N(C)S(=O)(=O)c2ccc(C)cc2)cc([N+](=O)[O-])c1O	1	-9	-4	0.7	0	-4	-14	3	5
Cc1ccccc1-n1c(SC(C)C(=O)N2CCN(C)CC2)nc2ccccc2c1=O (configuration not stated)	-6	-2	4	1.6	-2	0	9	0	-5
CCOc1ccccc1N1CC(C(=O)N2CCOCC2)CC1=O (configuration not stated)	-2	-10	-1	1.7	5	3	2	-1	-1
Cc1cccc(C)c1NC(=S)N(CCN(C)C)Cc1cccs1	-2	-7	-3	-1.8	0	1	-15	-2	7
CCOc1ccc(CCNC(=O)CN2C(=O)NC3(CCc4ccccc43)C2=O)cc1OCC (configuration not stated)	0	-2	-2	0.0	1	-2	2	2	-8
Cc1cc2cc(C)c3nnc(SCC(=O)N4CCN(C(=O)c5ccco5)CC4)n3c2cc1C	1	2	0	0.0	-1	0	5	-2	2
Cc1ccc(NC(=O)NNC(=O)c2cc3ccccc3cc2O)cc1C	14	11	2	1.1	5	5	1	-13	-13
